# aGlu spleen mod: lysosomal alpha-glucosidase (human) modulation; Potency, µM (highest dose often 79.9 µM), for inactives: top-dose activity change, negative = inhibition, actives largely listed as inhibitors; P10253; human spleen homogenate, 4-MU-alpha-glucoside fluorescence; actives 0.006% (n = 240,000); AID 2112;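 also: 0% = enzyme with vehicle and -100% = no enzyme basal signal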
#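 Compounds were titrated against alpha-glucosidase in spleen homogenate at pH 5.0, with 1 mM 4-methylumbelliferyl substrate for 40 min at 37 C. Reactions were quenched with pH 10 NaOH/glycine and fluorescence measured.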
# Tau fluor cs: counter-screen for tau fibril formation inhibitors. tau K18 P301L Alexa594 fluorescence, heparin fibrillization. Potency, µM (highest dose often 57.7 µM), for the others: at the highest dose activity change, negative = decrease. actives 0.93% (n = 280,000). AID 1463; also: % is scaled to controls: 0 for no effect and ±100 for the full control effect; nearly all actives have a fitted effect of over 55% in size
#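 Human tau K18 P301L (15 uM unlabeled, 0.24 uM Alexa 594-labeled) in 100 mM sodium acetate pH 7 with 20 uM heparin, 6 hr at 37 C. ThT 30 uM added, 1 hr ambient; Alexa 594 FP and total fluorescence read at 555/632 nm.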
# aGal spleen mod: inhibits or activates alpha-galactosidase in human spleen homogenate; P06280; human spleen homogenate, 4MU-alpha-Gal fluorescence, 40 min; Potency, µM (series often up to 80 µM), inactives show at the top dose activity change, negative = inhibition, most hits filed as inhibitors; actives 0.008% (n = 240,000); AID 2107;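 also: 0% = enzyme with vehicle and -100% = no enzyme basal signal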
# Target sequence (P06280 32-429 limits assumed): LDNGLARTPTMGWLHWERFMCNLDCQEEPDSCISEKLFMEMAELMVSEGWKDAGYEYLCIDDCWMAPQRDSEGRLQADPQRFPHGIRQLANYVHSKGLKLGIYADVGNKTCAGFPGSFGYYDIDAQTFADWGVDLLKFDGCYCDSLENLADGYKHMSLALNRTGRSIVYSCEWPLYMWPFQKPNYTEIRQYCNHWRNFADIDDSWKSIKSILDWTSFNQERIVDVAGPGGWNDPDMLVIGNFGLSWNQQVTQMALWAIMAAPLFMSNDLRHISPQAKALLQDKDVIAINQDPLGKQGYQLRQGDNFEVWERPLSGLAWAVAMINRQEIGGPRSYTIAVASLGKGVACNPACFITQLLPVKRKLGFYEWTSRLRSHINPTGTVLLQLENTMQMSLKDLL
#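 Fluorogenic readout (Ex 365/Em 440 nm) of 4-methylumbelliferone released from 1 mM 4-MU-alpha-galactoside by spleen homogenate, 40 min at 37C, pH 5.0. Data normalized to no-enzyme and enzyme controls; Hill-equation AC50 from compound titrations.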
# Epigenetic derep: regulators of epigenetic silencing causing reporter derepression in mouse cells. murine LDR cells, GFP reporter derepression, 30 h. Potency, µM (titrated, usually from 53.9 µM), without a hit: at the highest dose GFP activation, usual class: activators. actives 0.2% (n = 280,000). AID 1865; also: % of control where 0% means no effect; nearly all actives have a fitted effect of over 60% in size
#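 Derepression of a silenced CMV-GFP reporter in murine LDR cells is scored by enumerating GFP-positive cells with a laser-scanning microplate cytometer after 30 hours of treatment at 37 C.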
# ALDH1A1 inh: ALDH1A1 (human) enzyme inhibition; P00352; Purified ALDH1A1, NADH fluorescence, propionaldehyde substrate; Potency, µM (titrated, usually from 75.3 µM), inactives show top-dose activity, negative = inhibition, actives largely listed as inhibitors; actives 7.3% (n = 220,000); AID 1030; active = well fitted inhibition curve with a large enough effect, not every such curve was filed as active; inconclusive = small, poorly fitted or top-dose-only effect, or another doubt; inactive = no such curve, though single readings can be large or run the other way;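 also: plate controls were no enzyme wells and a reference inhibitor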
# NPSR antag: blocks cAMP signaling of the human neuropeptide S receptor; Q6W5P4; CHO-NPSR cells, cAMP TR-FRET, antagonist mode; Potency, µM (top dose mostly 38.3 µM), for inactives: top-dose activity change, negative = inhibition, actives largely listed as inhibitors; actives 1% (n = 220,000); AID 1461; also: % is scaled to controls: 0 for no effect and ±100 for the full control effect; nearly all actives have a fitted effect of over 50% in size; many of its hits are not listed in these tables
# Target sequence (Q6W5P4 whole entry, looked up): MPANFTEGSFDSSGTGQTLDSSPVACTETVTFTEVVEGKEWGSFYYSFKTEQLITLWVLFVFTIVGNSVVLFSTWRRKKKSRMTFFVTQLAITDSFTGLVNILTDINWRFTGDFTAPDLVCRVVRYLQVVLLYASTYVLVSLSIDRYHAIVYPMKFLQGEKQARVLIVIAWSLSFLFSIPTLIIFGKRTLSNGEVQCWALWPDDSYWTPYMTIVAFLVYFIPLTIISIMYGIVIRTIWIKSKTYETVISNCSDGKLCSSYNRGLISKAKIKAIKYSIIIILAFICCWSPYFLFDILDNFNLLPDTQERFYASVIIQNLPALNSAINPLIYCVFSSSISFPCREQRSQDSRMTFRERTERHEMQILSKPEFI
# GAA glycogen: inhibitors or activators of human alpha-glucosidase glycogen cleavage; recombinant GAA, glycogen substrate, Amplex Red glucose oxidase fluorescence; actives 0.38% (n = 300,000); Potency, µM (top dose mostly 76.4 µM), for the others: at the highest dose activity change, negative = inhibition, hits mostly inhibitors; AID 2100; P10253;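 also: 0% = full enzyme reaction and -100% = no-enzyme basal signal; the screen sought inhibitors and activators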
#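 Recombinant human enzyme (4 nM); glycogen substrate; 37 C, 40 min, pH 5.0. Readout: coupled glucose oxidase/Amplex Red fluorescence.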
# GAA inh: inhibitors of human lysosomal alpha-glucosidase; purified human GAA, 4-MU-alpha-glucoside fluorescence; AID 1466; Potency, µM (highest dose often 76.9 µM), for the others: top-dose activity change, negative = inhibition, hits mostly inhibitors; P10253; actives 0.005% (n = 200,000);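 also: plate controls were uninhibited enzyme wells for no effect and no-enzyme background for full effect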
#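 AC50 values come from Hill fits of compound titrations (up to 77 uM) against 4 nM human enzyme. Substrate 4-methylumbelliferyl-alpha-D-pyranoside at 400 uM, pH 5.0 citrate buffer, 20 min room temperature; fluorescence Ex 365/Em 440 after alkaline stop.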
# * hit, by the source's call; ? = inconclusive; / = not tested or not shown; & = joins results of further samples; [ ] = remark or other dose. Unless noted, calls follow the shape of the dose curve; as a rule, active = well fitted curve in the direction sought with a large enough effect; inconclusive = small, poorly fitted or top-dose-only effect, or another doubt; inactive = no such curve, though single readings can be large; an effect the other way counts as inactive or inconclusive. Potency is read from the fitted curve at half-maximal effect. Not all compounds are listed; count on the stated rates, not on these rows.
structure | aGal spleen mod | NPSR antag | ALDH1A1 inh | Tau fluor cs | GAA glycogen | GAA inh | Epigenetic derep | aGlu spleen mod
Cn1cccc1Cc1nnc(SCC(=O)NCCc2ccccc2)n1-c1ccc(F)cc1 | -19% | -15%[46.1 µM] | 0% | -1% | -7% | ? | 0.9% | -10%
Cn1c(COc2ccc3ccccc3c2)nnc1SCC(=O)O | -15% | 0%[46.1 µM] | -3% | 4% | 3% | -2% | 0.5% | -15%
O=C1CC(c2ccco2)CC2=C1C(c1ccccc1)n1nc(C(F)(F)F)nc1N2 (configuration not stated) | -2% | ? | ? | -13% | -9% | ? | -1.0% | 3%
COCCc1ccc(OCC(O)CNC(C)C)cc1 (configuration not stated) | 3%&2%&1% | ? | 2%&-6%&-2% | -7%&1%&-4% | 5% | 3%[15.4 µM] | -2.4%&-1.2%&0.0% | 2%&12%&-2%
CCCc1nnc(NC(=O)CCC(=O)N2CCN(c3nc(C)cc(C)n3)CC2)s1 | -21% | 4% | ? | -1% | -6% | 2% | -0.7% | -18%
COc1ccc(N/N=C(C)/C(=N/O)C(=O)Nc2ccccc2)cc1 | 6% | -30% | 14µM* | -11% | ? | ? | 1.1% | 4%
Cc1ccc(-n2nnnc2-c2nc3ccccc3s2)cc1 | 12% | ? | 0% | 0% | 6% | 3% | 4.0% | 13%
Cc1ccc(NC(=O)COC(=O)COc2ccc(Cl)cc2C)c([N+](=O)[O-])c1 | 0% | 4% | -2% | -29% | 4% | -18% | 2.3% | -8%
CCOC(=O)c1ccc(N=C2NC(=O)CS2)cc1 | 4% | -12%[46.1 µM] | ? | 4% | -3% | -5% | -1.1% | -22%
O=C(CCNC(=O)c1ccccc1)OCC(=O)c1ccccc1 | -4% | 4% | -9% | 0% | -4% | -6% | -1.2% | 1%
CN(C)CC1CCCCC1OC(=O)c1ccc(Cl)cc1 (configuration not stated) | 7% | 21% | 30% | -3% | 0% | 1% | -1.0% | 1%
N#C/C(=C\c1cccs1)C(=O)c1ccccc1Cl | 6% | 41% | 22µM* | -6% | -5% | -8% | ? | 1%
CCCCN1C=CC(=C2C(=O)c3ccccc3C2=O)C=C1 | -10% | -20% | 2.8µM* | -3% | 22% | -6% | 0.1% | -5%
CC1CCN(S(=O)(=O)c2ccc(C(C)C)cc2)CC1 | -1% | -15% | 7% | 12%[2.34 µM] | -9% | 10% | 2.2% | -7%
CSC(=Nc1ccc(Cl)cc1)N[n+]1ccccc1 | -4% | 7% | 7% | -2% | -4% | -3% | -1.0% | -3%
CCC(C(=O)NCc1ccccc1OC)n1nc(C)n2c(cc3occc32)c1=O (configuration not stated) | 8% | -9%[46.1 µM] | 0% | -5%&-11% | 12%[76.3 µM] | -1% | -0.1%&-1.5% | -7%
Cc1nc2ccc(Cl)cc2c(-c2ccccc2Cl)c1CC(=O)O | 2% | -9% | 3% | 1% | 10% | 2% | -0.9% | -4%
CC(C)(C)NC(=O)CSCc1ccc(Br)cc1 | 2% | -4% | 0% | -1% | 4% | 2% | 0.0% | -4%
N#CCC(=O)Nc1nc(-c2ccc3c(c2)OCCO3)cs1 | 12% | 1% | ? | ? | -12% | -7% | 0.1% | -5%
CCOc1ccc(C(CC(=O)O)NC(=O)COc2ccccc2)cc1 (configuration not stated) | -1% | 0%[46.1 µM] | -1% | 4% | 0% | 2% | 1.5% | 0%
CC(=O)NCCn1c(SCC(=O)Nc2ccc(C)cc2)nc2ccccc2c1=O | -4% | 8% | 1% | -10%&2% | 1% | 3% | 10%&9.1% | -1%
COc1ccccc1-c1nnc(NC(=O)c2ccc3c(c2)OCO3)s1 | 8% | -41% | 6% | -3% | -5% | -4% | -3.8% | 1%
O=C1CCC2c3ccc4ccccc4c3CCN12 (configuration not stated) | 4% | 4%[46.1 µM] | ? | -22% | 8% | -28% | -6.3% | -7%
COc1cc(C(=O)NCc2ccc3[nH]c(C)cc3c2)cc(OC)c1OC | 1% | 14% | 2% | -14% | 13% | -3% | 0.0% | 8%
O=C(O)/C=C/C(=O)NCc1csc2ccccc12 | -2% | -15% | / | -6% | 15% | / | 0.0% | -1%
CN(C)CCNC(C(=O)Nc1cc(Cl)cc(Cl)c1)c1ccccc1 (configuration not stated) | 4% | -17% | 6% | -2% | 20% | 1% | 1.1% | 2%
c1ccc(-c2nc(NCc3ccco3)c3oc4ccccc4c3n2)cc1 | -1% | -22%[46.1 µM] | -2% | ? | -11% | 1% | -1.8% | -7%
CCOc1ccc(N(C(C)=O)c2nc(C)cc(C)c2C#N)cc1 | 0% | -3%[46.1 µM] | 0% | -8% | 6% | 3% | 8.1% | -3%
C=CCNC(=O)CSc1n[nH]c(-c2cc(Cl)ccc2OC)n1 | -4% | 3% | 1% | -10% | 12% | -1% | -0.5% | 0%
OCCNc1nc(-c2ccccc2)c2ccccc2n1 | ? | -3%[46.1 µM] | ? | -9% | 7% | ? | -1.1% | 10%
O=C1c2cccc(OCC(=O)N3CCCc4ccccc43)c2CCN1Cc1ccc(F)cc1 | -11% | -22% | ? | -18% | 1% | -4% | 0.0% | -17%
CCOc1ccc(C(=O)NCC(=O)Nc2ccc(N3CCOCC3)cc2)cc1OCC | 4% | 10% | -5% | -9% | -5% | 7% | -1.3% | 0%
CCOC(=O)CC(N)c1ccc2c(c1)OCO2 (configuration not stated) | 0% | -4%[46.1 µM] | 1% | 0% | -11% | -3% | 2.8% | -13%
Cc1cc(C)n(-c2ncccc2[N+](=O)[O-])n1 | 2% | -29% | 8% | -5% | -8% | -2%[15.4 µM] | 0.1% | 4%
CCCCC(O)(CCN1CCOCC1)c1ccc(Cl)cc1 (configuration not stated) | 18% | 9%[46.1 µM] | 28µM* | -3% | 22% | -7% | -2.9% | 14%
CCN(CC)c1ccc(/C=N/N=C(c2ccccc2)c2ccccc2)c(O)c1 | -5% | -15% | 2% | -23% | 5% | -18% | 0.0% | -6%
COC(=O)c1sccc1NC(=O)C1CC2CCC1C2 (configuration not stated) | -2% | 10%[46.1 µM] | -8% | -2% | -7% | -9% | -1.0% | -1%
CNS(=O)(=O)c1cc(C(=O)NCc2ccco2)ccc1Cl | -3% | -9%[46.1 µM] | -10% | -7% | -5% | -4% | 5.1% | -8%
Cc1cc(O)c(-c2n[nH]c3c2C(c2cccc(O)c2)N(Cc2cccnc2)C3=O)cc1Cl (configuration not stated) | -2% | -15%[46.1 µM] | 4% | -26% | -2% | -2% | 1.1% | -4%
CC(NC(=S)Nc1cccc(F)c1)C(c1cccs1)N1CCOCC1 (configuration not stated) | 0% | -6% | / | -13% | 0% | / | -0.4% | -3%
O=C(COC(=O)c1cc(Cl)ccc1[N+](=O)[O-])NCc1ccc(Cl)cc1Cl | -7% | -28% | -9% | ? | 12% | 1% | 0.0% | -1%
Cc1cccc(N(C)S(=O)(=O)c2ccc3c(c2)NC(=O)CC(=O)N3)c1 | 6% | 9% | -4% | -8%&-9% | -5% | -2% | 1.3%&-3.7% | 1%
COc1ccc(-c2csc(/C(C#N)=C(\O)CSc3nccn3C)n2)cc1OC | 11% | -14%[46.1 µM] | 8.9µM* | ? | -10% | -11% | 0.8% | 4%
CC1CCc2c(sc(NC(=O)Cn3nc(C(F)(F)F)c4c3CCCCC4)c2C#N)C1 (configuration not stated) | -2% | 4%[46.1 µM] | 25µM* | -4% | 12% | ? | 5.3% | -13%
COc1ccc(/C=c2\s/c(=C/C(=O)c3ccc(C)cc3)[nH]c2=O)cc1OC | -9% | -20% | 4% | ? | -9% | -18% | -1.1% | ?
CC(C)C(C(=O)OCC(=O)c1ccc2c(c1)NC(=O)CO2)N1C(=O)c2ccccc2C1=O (configuration not stated) | 1% | -24%[46.1 µM] | -4% | -17% | 2% | 0% | -1.0% | -6%
CCCCOC(=O)c1c(C)oc2ccc(NS(=O)(=O)c3ccc4c5c(cccc35)C(=O)N4)cc12 | -1% | ? | -10% | 16µM*[quencher] | -24% | -5% | 0.0% | -21%
COc1cccc(NC(=O)CN(C)CC(=O)Nc2ccc3c(c2)CCC3)c1 | 0% | -18% | -8% | -8% | -3% | 5% | 1.6% | 8%
CCCN1Cc2cccc(C(=O)NC(CC(=O)OCC)c3ccc(OC(C)C)cc3)c2C1=O (configuration not stated) | 3% | -25% | ? | -14% | -10% | -4% | 2.7% | -6%
COc1cc(CN2CCC(C(=O)N3CCCC(C)C3)CC2)cc(Br)c1O (configuration not stated) | 13% | 6%[46.1 µM] | ? | -10% | -13% | 0% | -1.0% | -18%

# 8 neighbouring compounds already listed:
structure | aGal spleen mod | NPSR antag | ALDH1A1 inh | Tau fluor cs | GAA glycogen | GAA inh | Epigenetic derep | aGlu spleen mod
COc1ccc(-c2csc(/C(C#N)=C(\O)CSc3nccn3C)n2)cc1OC | 11% | -14%[46.1 µM] | 8.9µM* | ? | -10% | -11% | 0.8% | 4%
CC1CCc2c(sc(NC(=O)Cn3nc(C(F)(F)F)c4c3CCCCC4)c2C#N)C1 (configuration not stated) | -2% | 4%[46.1 µM] | 25µM* | -4% | 12% | ? | 5.3% | -13%
COc1ccc(/C=c2\s/c(=C/C(=O)c3ccc(C)cc3)[nH]c2=O)cc1OC | -9% | -20% | 4% | ? | -9% | -18% | -1.1% | ?
CC(C)C(C(=O)OCC(=O)c1ccc2c(c1)NC(=O)CO2)N1C(=O)c2ccccc2C1=O (configuration not stated) | 1% | -24%[46.1 µM] | -4% | -17% | 2% | 0% | -1.0% | -6%
CCCCOC(=O)c1c(C)oc2ccc(NS(=O)(=O)c3ccc4c5c(cccc35)C(=O)N4)cc12 | -1% | ? | -10% | 16µM*[quencher] | -24% | -5% | 0.0% | -21%
COc1cccc(NC(=O)CN(C)CC(=O)Nc2ccc3c(c2)CCC3)c1 | 0% | -18% | -8% | -8% | -3% | 5% | 1.6% | 8%
CCCN1Cc2cccc(C(=O)NC(CC(=O)OCC)c3ccc(OC(C)C)cc3)c2C1=O (configuration not stated) | 3% | -25% | ? | -14% | -10% | -4% | 2.7% | -6%
COc1cc(CN2CCC(C(=O)N3CCCC(C)C3)CC2)cc(Br)c1O (configuration not stated) | 13% | 6%[46.1 µM] | ? | -10% | -13% | 0% | -1.0% | -18%

# Compound activity (PubChem BioAssay)
